# Screens from PubChem BioAssay.
# TRHR enhancer: qHTS for Small Molecule Agonists and Allosteric Enhancers of Human TRH Receptor: Primary Screen for Enhancers; Thyrotropin-releasing hormone receptor (Homo sapiens), P34981; TRHR cells, fluo-8 calcium fluorescence, EC20 TRH enhancement; enhancement, % at 2 µM; 0.66% of 360,000 active; in the data active means enhancement above about 30%; further: 0% is about no effect
# Target sequence (P34981 whole entry, looked up): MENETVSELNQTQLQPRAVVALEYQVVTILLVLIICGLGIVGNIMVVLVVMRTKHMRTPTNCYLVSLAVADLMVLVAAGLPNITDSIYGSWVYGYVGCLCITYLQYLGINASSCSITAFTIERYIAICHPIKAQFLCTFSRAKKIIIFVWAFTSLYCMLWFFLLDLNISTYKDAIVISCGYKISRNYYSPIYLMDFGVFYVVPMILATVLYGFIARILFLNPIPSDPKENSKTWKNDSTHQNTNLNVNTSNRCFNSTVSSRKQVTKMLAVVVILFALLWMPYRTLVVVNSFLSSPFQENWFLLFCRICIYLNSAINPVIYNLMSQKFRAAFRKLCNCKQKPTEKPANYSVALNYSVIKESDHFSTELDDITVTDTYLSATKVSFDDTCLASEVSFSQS
#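 Enhancer read-out: after compound pinning and an initial kinetic agonist-mode read, an EC20 of TRH (10 nM final) was injected and fluo-8 calcium signal (Ex 480/Em 530) followed at 1 s/cycle for 100 cycles in TRHR-expressing cells.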
# D2 PAM: HTS Assay for Positive Allosteric Modulators of the Human D2 Dopamine Receptor: Primary Screen for Potentiators; D(2) dopamine receptor (Homo sapiens), P14416; HEK293 T-REx D2, calcium flux, EC20 dopamine potentiation; potentiation, % at 10 µM; 0.34% of 340,000 active; AID 485347, 2010;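 active means potentiation over 3 SD above the plate norm, cut at about 30% in these data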; further: 0% is about no effect
# Target sequence (P14416 whole entry, looked up): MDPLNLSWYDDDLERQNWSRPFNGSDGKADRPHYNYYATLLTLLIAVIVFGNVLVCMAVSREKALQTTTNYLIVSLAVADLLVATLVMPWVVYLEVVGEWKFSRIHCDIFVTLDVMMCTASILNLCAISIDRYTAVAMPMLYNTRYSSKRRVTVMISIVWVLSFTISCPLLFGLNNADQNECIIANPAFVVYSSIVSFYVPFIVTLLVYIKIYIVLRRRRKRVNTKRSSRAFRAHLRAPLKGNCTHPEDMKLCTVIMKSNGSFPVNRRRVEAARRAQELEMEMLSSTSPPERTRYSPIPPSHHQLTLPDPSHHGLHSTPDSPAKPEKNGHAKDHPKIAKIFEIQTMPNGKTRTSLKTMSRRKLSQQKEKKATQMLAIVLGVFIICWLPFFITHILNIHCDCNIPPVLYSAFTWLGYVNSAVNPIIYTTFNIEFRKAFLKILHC
#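 Cells plated with tetracycline inducer and held overnight at 30 C; calcium dye loaded 30–90 min at room temperature; baseline taken, compound added and read 180 s; EC20 dopamine then added and read 180 s.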
# D2 antag: HTS Assay for Allosteric Antagonists of the Human D2 Dopamine Receptor: Primary Screen for Antagonists; inhibition, % at 10 µM; AID 485344, 2010; HEK293 TREx D2 cells, calcium flux, dopamine EC80; D(2) dopamine receptor (Homo sapiens), P14416; 2% of 340,000 active; in the data active means inhibition above about 30%; further: 0% is about no effect
#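 Antagonism is scored as inhibition of an EC80 dopamine-evoked calcium signal in a force-coupled, tetracycline-inducible HEK293 T-REx D2 line, with compound present 180 s before agonist.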
# TRHR ag: qHTS for Small Molecule Agonists and Allosteric Enhancers of Human TRH Receptor: Primary Screen for Agonists | Thyrotropin-releasing hormone receptor (Homo sapiens), P34981 | TRHR cells, calcium flux fluo-8, FDSS agonist mode | activation, % at 2 µM | 0.18% of 360,000 active | AID 493084, 2011; further: 0% is about no effect
#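 TRHR-expressing cells, plated overnight in medium with 10% serum, were loaded with fluo-8 calcium dye at room temperature. After a 10 s baseline, library compound was pin-added and calcium release was recorded kinetically (ex 480/em 530) as agonist response.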
# D1 agonist: Allosteric Agonists of the Human D1 Dopamine Receptor: qHTS; D(1A) dopamine receptor (Homo sapiens), P21728; HEK293 T-REx D1 cells, calcium flux, agonist mode; activation, % at 2 µM; 1% of 360,000 active; further: 0% is about no effect
#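 Agonism was scored from calcium flux recorded over 180 s (1 read/s) after pintool compound addition, following a 10-cycle baseline. Cells were inducible force-coupled HEK293 TREx D1, plated overnight at 30 C and loaded with no-wash calcium dye.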
# D2 agonist: HTS Assay for Allosteric Agonists of the Human D2 Dopamine Receptor: Primary Screen for Agonists. 0.53% of 340,000 active. D(2) dopamine receptor (Homo sapiens), P14416. AID 485358, 2010. activation, % at 2 µM. HEK293 T-REx D2 cells, calcium flux agonist mode;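 active means activation over 3 SD above normal in the single-dose calcium agonist read, cut at about 30% in these data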; further: 0% is about no effect
#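 Calcium-flux readout, 1 cycle/sec over 180 s following compound pin transfer, in inducible HEK293 Trex D2 cells (force-coupled); dopamine controls included. Positive calcium responses during this window marked compounds as potential agonists.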
# D1 antagonist: Antagonist of Human D 1 Dopamine Receptor: qHTS; HEK293 TREx D1 cells, calcium flux, dopamine EC80; stronger effect = lower value; 3.2% of 360,000 active; activity change, negative = inhibition, % at 10 µM; in the data active means activity change below about -30%; further: on the % scale 0 is the no-effect control and ±100 the full control effect
#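 Antagonism measured as reduced calcium response to an EC80 dopamine addition following 180 s compound pre-read; cells were inducible HEK293 Trex D1 plated overnight at 30 C, read kinetically at 1 cycle/sec.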
# D1 PAM: Potentiators of Human D1 Dopamine Receptor: qHTS; D(1A) dopamine receptor (Homo sapiens), P21728; HEK293 TREx D1 cells, calcium flux, dopamine EC20 potentiation; potentiation, % at 10 µM; 0.036% of 360,000 active; AID 504651, 2011; in the data active means potentiation above about 30%; further: 0% is about no effect
# RXFP1 antagonist: qHTS Assay for Antagonists of the Relaxin Receptor RXFP1; Relaxin receptor 1 (Homo sapiens), Q9HBX9; HEK293-RXFP1, relaxin-stimulated cAMP HTRF, 30 min; stronger effect = lower value; activity change, negative = inhibition, % at 57.5 µM; 0.59% of 350,000 active;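 active means activity change of -60% or lower, but not beyond a set lower limit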; further: on the % scale 0 is the no-effect control and ±100 the full control effect
# The depositor's hits bear a star; x = not tested or not shown. Unless noted, no stated cut-off is given here; in the data, active means activation above about 30%; inactive means the rest.
Compound | TRHR enhancer | D2 PAM | D2 antag | TRHR ag | D1 agonist | D2 agonist | D1 antagonist | D1 PAM | RXFP1 antagonist
O=C(Oc1c(-c2ccccc2)c(=O)n2c3c(cccc13)CC2)c1ccccc1 | -3 | -3 | 18 | 1.3 | 3 | -1.5 | 33 | 5 | -29
Cc1cc(=O)oc2cc(OCCCC[n+]3ccccc3)ccc12 | 1 | -5 | -12 | 0.7 | 3 | 0.3 | 1 | -5 | -14
COC(=O)CSc1nc2sc(C)c(C)c2c(=O)n1C | 2 | 5 | -1 | -0.2 | 5 | -0.3 | 28 | -4 | 16
COc1ccc(CCNc2c(C)c(C)nc3ncnn23)cc1 | 3 | 43* | -19 | 0.2 | 11 | 1.0 | -16 | 4 | -10
Cc1ccc(OS(=O)(=O)c2c(C)nn(C)c2Cl)c(C)c1 | -5 | 12 | 4 | -0.5 | 1 | -0.1 | -3 | 4 | 17
CC(C)(C)c1cc(C(=O)NCc2ccco2)ccn1 | 1 | -3 | 6 | 0.3 | 4 | 0.2 | -9 | -3 | -1
COc1cccc(Oc2ccc(N/C=C/C(=O)C(C)(C)C)cc2)c1 | -19 | 2 | 14 | 0.0 | 3 | -2.5 | -2 | 2 | -5
Cc1ccc(Cl)cc1N1CCN(CC(O)COCc2ccco2)CC1 (stereo not drawn) | -1 | -24 | 97* | 0.0 | 9 | -2.0 | -8 | 2 | -5
CNC(=O)c1c(NC(=O)C2=COCCO2)sc2c1CCCC2 | 5 | 3 | -3 | -0.5 | 1 | 0.6 | 5 | 6 | -15
O=C(c1c(F)cccc1F)N1CCN(c2ccccc2F)CC1 | 0 | -1 | -13 | -0.5 | 1 | 0.8 | 12 | -8 | -8
CC(=O)N1c2ccc(S(=O)(=O)N3CCC(C(=O)N4CCCCC4)CC3)cc2CC1C (stereo not drawn) | 0 | -1 | -3 | 0.0 | 0 | 0.6 | 12 | -3 | -19
O=C(NC1CCCCC1)C(Cc1ccccc1)N1C(=O)C2C3CCC(C3)C2C1=O (stereo not drawn) | -2 | 15 | -11 | -0.7 | 0 | 0.2 | -16 | -5 | 0
COc1cc(S(=O)(=O)NC2CCCCC2)c(C)cc1C | -4 | -4 | 9 | -2.1 | -1 | -1.1 | x | -1 | 9
CC(=O)NCCc1nc2cc(NC(=O)Nc3ccccc3)ccc2n1C | 9 | 13 | 1 | 0.5 | 0 | 1.1 | 6 | -2 | -4
COc1ccc(S(=O)(=O)NNc2nc(C)cc(C)n2)cc1Br | 4 | -13 | 52* | 0.1 | 1 | -0.3 | 6 | -1 | x
CCN(CC)c1ncnc2c1sc1nc(C)cc(C)c12 | 0 | -1 | -6 | -1.5 | 1 | 0.2 | 4 | 3 | -7
COc1ccc(-c2cc(-c3c(O)c(OC)c4occc4c3OC)[nH]n2)cc1 | 4 | -25 | -25 | 0.0 | 6 | -1.1 | -13 | 0 | -11
Cc1c(O)ccc2c(CN3CCN(Cc4ccccc4)CC3)cc(=O)oc12 | -2 | -25 | -14 | 0.2 | 5 | -1.0 | 1 | -3 | 6
COCCNC(=S)NN(c1ccccc1)c1ccccc1 | 3 | 1 | 11 | -0.8 | -1 | 4.2 | x | 0 | -1
COc1ccc(N2CCN(c3ccc(C(=O)O)cc3[N+](=O)[O-])CC2)cc1 | 6 | 1 | 0 | 0.6 | 1 | -0.6 | -6 | -8 | -5

# The list continues.
Compound | TRHR enhancer | D2 PAM | D2 antag | TRHR ag | D1 agonist | D2 agonist | D1 antagonist | D1 PAM | RXFP1 antagonist
Cc1cc(Br)c(NC(=O)CN(C)CCOc2ccccc2)c(Br)c1 | -6 | 7 | 2 | 0.4 | 24 | 1.4 | -22 | 4 | -3
Cc1nc2ccc(S(=O)(=O)N3CCN(S(=O)(=O)c4c(F)cccc4F)CC3)cc2s1 | 1 | x | x | 0.3 | 4 | x | -8 | 28 | x
Cc1ccc(SCCNC(=O)CN2C(=O)c3ccccc3S2(=O)=O)cc1 | 4 | -10 | -8 | 0.1 | 1 | 0.7 | -7 | -6 | 3
Cc1cc(-c2ccccc2)c2c3c(c(-c4ccccc4)n2n1)c(=O)n(C)c(=O)n3C | -14 | -11 | 23 | 0.2 | 1 | -0.5 | -68* | -1 | 5
CCOCCCn1c(=S)[nH]c2cc(C(=O)NCCN(CC)CC)ccc2c1=O | -2 | -12 | x | 0.4 | 3 | x | 4 | -2 | -4
O=C(c1ccccc1-c1nc2ccccc2[nH]1)N1CCOCC1 | 1 | -11 | -15 | 0.1 | -1 | 0.6 | -12 | 0 | -3
Cc1cc(C(=O)OCC(=O)c2cccs2)c2ccccc2n1 | -11 | -8 | 17 | -2.4 | 2 | -1.3 | -3 | 0 | -3
CCOC(=O)c1[nH]c2ccccc2c1NC(=O)c1ccc2c(c1)OCO2 | 0 | -8 | -1 | -0.7 | 1 | 0.8 | -6 | 4 | x
CC(=O)NC12CC3CC(C1)CC(C(=O)N1CCN(S(=O)(=O)c4cccc(C(F)(F)F)c4)CC1)(C3)C2 | 8 | 11 | -4 | -0.2 | 38* | -0.2 | -28 | -10 | -23
COc1ccccc1NC(=O)CSc1nnc(-c2ccccc2)o1 | -2 | -10 | 10 | -0.1 | 5 | 0.2 | -15 | x | -1
CCCCSc1nnc2c(n1)OC(C)N(C(C)=O)c1ccccc1-2 (stereo not drawn) | 0 | 9 | x | -1.1 | 0 | -2.1 | 5 | -2 | -6
Nc1nsnc1C(=O)NCCO | 2 | 8 | 9 | -0.5 | 0 | -0.2 | 0 | 9 | -6
O=C(CCCC(=O)N1CCCC1)N1CCCC1 | -5 | -3 | -18 | 0.6 | 6 | 1.0 | 10 | 1 | -8
Cc1cccc(C(=O)NC(=S)Nc2ccc(S(=O)(=O)N3CCCCC3)cc2)c1 | -7 | x | x | 0.4 | 1 | x | -9 | -6 | -6
COc1ccc(NC(=O)CN2CCCN(Cc3ccccc3)S2(=O)=O)cc1 | -4 | -8 | x | -1.1 | -2 | -1.1 | -2 | -3 | -16
COc1ccccc1N(CC(=O)NC(C)(C)C)C(=O)c1ccc(Cl)nc1 | -6 | -15 | 16 | 0.4 | 1 | 0.2 | -1 | -6 | 8
CSCCC(NC(=O)COc1ccccc1)C(=O)N(C)CC(=O)Nc1ccc(C)cc1 (stereo not drawn) | 1 | 3 | -25 | 4.9 | 4 | 9.9 | -4 | x | 1
Cc1nc(NCC2CCCO2)nc2c1C(=O)CC(C)(C)C2 (stereo not drawn) | 4 | 11 | -1 | 0.9 | 3 | 0.4 | 8 | -5 | -9
Cc1ccc(S(=O)(=O)NNC(=O)Nc2ccc([N+](=O)[O-])cc2)c(C)c1 | -3 | -5 | 12 | 0.1 | -1 | 1.0 | -19 | -6 | -8
C[C@H]1CN=C(N(C)C)N1CCc1ccc(F)cc1 | 3 | 0 | -19 | 0.0 | 0 | 0.2 | 0 | 6 | x

# (further entries)
Compound | TRHR enhancer | D2 PAM | D2 antag | TRHR ag | D1 agonist | D2 agonist | D1 antagonist | D1 PAM | RXFP1 antagonist
COc1ccc(CN2CCCC(C(=O)N(C)Cc3ccccc3)C2)cc1OC (stereo not drawn) | 16 | -6 | 3 | -0.2 | 1 | -0.2 | 7 | -2 | -13
CCCCN1C(=O)/C(=C/C=C2\N(C)c3ccccc3C2(C)C)SC1=S | -6 | 3 | 7 | 29 | 67* | 23 | -14 | 0 | x
CC(C)(CO)Nc1ccc([N+](=O)[O-])cc1[N+](=O)[O-] | -4 | 15 | 6 | -0.3 | 5 | 0.0 | -21 | 2 | 0
CN(NC1OC(=O)c2ccccc21)c1ncc(Cl)cc1C(F)(F)F (stereo not drawn) | -6 | 0 | -8 | -1.0 | 1 | -0.8 | -14 | 1 | -19
CCc1nnc(NC(=O)Cc2ccc(OC)c(OC)c2)s1 | 3 | 6 | 11 | 0.0 | 3 | -2.2 | 10 | -12 | 10
CC(=O)Nc1cc(-c2ccc(F)cc2)[nH]n1 | 6 | 5 | -2 | 0.6 | 2 | 1.6 | -12 | 5 | -11
O=C1C(C=NC2CC2)=C(O)c2ccccc21 | -6 | -6 | 3 | -0.1 | 1 | 0.1 | -13 | -2 | 6
COc1ccc(CC2(CO)CCN(C(=O)NCc3ccccc3)CC2)cc1 | -6 | -1 | -22 | -0.2 | 2 | -0.4 | -9 | 4 | -23
CC12CN3CC(=O)N4CC5(C)CN(CC(C)(C4)C5=O)C(=O)CN(C1)CC(C)(C3)C2=O | 9 | 8 | -17 | 0.8 | 1 | 3.4 | -5 | 1 | -1
COc1ccc(NC(=O)CCS(=O)(=O)c2ccc3c(c2)oc(=O)n3C)cc1 | 1 | -4 | 3 | 0.0 | 1 | -1.9 | 6 | 11 | 16
C[C@@H](NC(=O)c1nc[nH]c1C(=O)N[C@@H](Cc1ccccc1)C(=O)OCc1ccccc1)c1ccccc1 | 6 | -1 | -3 | 0.7 | 2 | 2.1 | -17 | -1 | x
O=C(NCc1ccccc1F)c1ccc2c(c1)OCO2 | -3 | 17 | 12 | 0.0 | 3 | 0.1 | -3 | 0 | 25
COCCn1c(C)cc2c(c1=O)C(c1ccco1)C(C#N)=C(N)O2 (stereo not drawn) | 3 | -16 | 12 | -0.5 | 1 | -0.6 | 3 | -2 | 9
CC1Cc2ccccc2N1C(=O)CN1CCC(n2nnc3cc(C(F)(F)F)ccc32)CC1 (stereo not drawn) | 13 | -14 | -9 | -1.2 | 5 | 0.5 | 9 | -1 | -2

# One compound at a time, from the list above.
# `COCCn1c(C)cc2c(c1=O)C(c1ccco1)C(C#N)=C(N)O2` (stereo not drawn) in the list: TRHR enhancer = 3; D2 PAM = -16; D2 antag = 12; TRHR ag = -0.5; D1 agonist = 1; D2 agonist = -0.6; D1 antagonist = 3; D1 PAM = -2; RXFP1 antagonist = 9
# `CCCCN1C(=O)/C(=C/C=C2\N(C)c3ccccc3C2(C)C)SC1=S` in the list: TRHR enhancer = -6; D2 PAM = 3; D2 antag = 7; TRHR ag = 29; D1 agonist = 67*; D2 agonist = 23; D1 antagonist = -14; D1 PAM = 0; RXFP1 antagonist = x

# In the list so far, these contain a nitro group on carbon.
Compound | TRHR enhancer | D2 PAM | D2 antag | TRHR ag | D1 agonist | D2 agonist | D1 antagonist | D1 PAM | RXFP1 antagonist
COc1ccc(N2CCN(c3ccc(C(=O)O)cc3[N+](=O)[O-])CC2)cc1 | 6 | 1 | 0 | 0.6 | 1 | -0.6 | -6 | -8 | -5
Cc1ccc(S(=O)(=O)NNC(=O)Nc2ccc([N+](=O)[O-])cc2)c(C)c1 | -3 | -5 | 12 | 0.1 | -1 | 1.0 | -19 | -6 | -8
CC(C)(CO)Nc1ccc([N+](=O)[O-])cc1[N+](=O)[O-] | -4 | 15 | 6 | -0.3 | 5 | 0.0 | -21 | 2 | 0
